MBD2 inh: blocks human MBD2 binding to methylated DNA | Q9UBB5 | TR-FRET, MBD2 binding to methylated oligonucleotide | inhibition, % at 4.4 µM | 370,000 compounds, 0.31% hits; in the data active means inhibition above about 13%
TCR CD3 inh: human TCR-CD3 binding inhibition. AID 651800. TAMRA-labeled TCR probe fluorescence, biochemical. inhibition, % at 9.4 µM. 360,000 compounds, 0.37% hits; in the data active means inhibition above about 19%;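 further: recombinant mutant TCR 2C K166C tagged with TAMRA read by polarization; 0% = receptor in buffer alone and 100% = receptor with positive control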
LEDGF integ inh: blocks HIV-1 LEDGF/p75-dependent DNA integration; TR-FRET IN-LEDGF/p75 DNA integration, Eu/Cy5; inhibition, % at 3.7 µM; 370,000 compounds, 0.64% hits; AID 743269;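 active means inhibition above the screen-wide mean plus 3 SD, cut at about 13% in these data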;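 further: signal is the Cy5 over europium emission ratio at 671 and 618 nm; 0% = plate median of compound wells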
Tn7 DDE FP: inhibitors of Tn7 peptide binding to human fibrin DD(E) | P02675 | FP displacement of FITC-Tn7 peptide from fibrin DD(E); 0% = median of compound wells per plate | inhibition, % at 8.3 µM | 370,000 compounds, 0.13% hits | AID 720508;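 active means inhibition above the mean of compounds falling within the control limits plus 3 SD of them, cut at about 14% in these data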;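 further: 0% = plate median of compound wells and 100% = 10 µM Aha-Tn7 peptide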
Target sequence (P02675 whole entry, looked up): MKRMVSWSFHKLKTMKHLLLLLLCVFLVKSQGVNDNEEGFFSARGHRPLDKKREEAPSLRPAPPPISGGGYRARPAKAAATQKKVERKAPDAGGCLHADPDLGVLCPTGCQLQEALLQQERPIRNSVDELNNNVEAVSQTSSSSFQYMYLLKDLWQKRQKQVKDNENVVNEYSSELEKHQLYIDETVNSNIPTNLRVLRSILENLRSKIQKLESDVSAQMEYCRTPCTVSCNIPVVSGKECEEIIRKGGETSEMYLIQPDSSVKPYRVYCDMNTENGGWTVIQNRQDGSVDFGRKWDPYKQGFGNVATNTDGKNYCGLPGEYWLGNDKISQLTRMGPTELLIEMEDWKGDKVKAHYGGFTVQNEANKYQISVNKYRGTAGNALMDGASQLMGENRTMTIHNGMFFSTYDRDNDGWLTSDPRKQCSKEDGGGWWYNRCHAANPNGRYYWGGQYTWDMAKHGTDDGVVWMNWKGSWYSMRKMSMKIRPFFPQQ
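Test system – human fibrin DD(E) · Times – 10 min preincubation, 3 h with tracer, room temperature · Detection – fluorescence polarization of the labelled Tn7 tracer · Measure – percent inhibition normalized to high-control wells · Benchmarks – high control wells with 10 µM unlabelled Aha-Tn7 peptide (full inhibition) · Repeats – singlicate testing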
KLK7 zymogen act: proKLK7 (human) activation, primary screen; P49862; purified proKLK7, EDANS-DABCYL substrate fluorescence; 100% is mature enzyme control, 0% vehicle; activation, % at 7 µM; 370,000 compounds, 0.9% hits;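 active means activation above the mean of all tested compounds plus 3 SD, computed per campaign excluding outliers beyond control limits, cut at about 13% in these data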
SIAE primary: blocks human sialic acid acetylesterase. Q9HAT2. SIAE FP-Rh probe binding, fluorescence polarization. inhibition, % at 9.66 µM. 370,000 compounds, 0.69% hits. AID 1053197;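 active means inhibition above a cutoff: mean of compounds within the control limits plus 3 SD of those, cut at about 17% in these data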;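 further: 0% = plate median of compound wells and 100% = probe without SIAE protein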
UHRF1 MBD2 ctr: UHRF1 methyl-DNA binding inhibition | inhibition, % at 4.4 µM | UHRF1 binding to methylated oligo, TR-FRET | 370,000 compounds, 0.75% hits | Q96T88 | AID 687016; in the data active means inhibition above about 21%;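 further: UHRF1 SRA domain binding a hemimethylated CpG hairpin DNA probe; 0% = median of test compound wells and 100% = reference inhibitor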
Tn6 DDE FP: inhibitors of Tn6 peptide binding to human fibrin DD(E); P02675; Fibrin DD(E) TRITC-Tn6 fluorescence polarization displacement; inhibition, % at 8.3 µM; 370,000 compounds, 0.21% hits;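 active means inhibition above a per-campaign cutoff: mean of compounds within control limits plus 3 SD, cut at about 15% in these data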;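 further: 0% = median of all compound wells on the plate and 100% = blocking peptide control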
TDP2 inh: TDP2 (human) inhibition, absorbance primary screen; inhibition, % at 12.8 µM; 370,000 compounds, 0.34% hits; AID 720702; recombinant TDP2, T5PNP hydrolysis, p-nitrophenol absorbance 415 nm; O95551;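 active means inhibition above the mean of all tested compounds plus 3 SD, set per campaign, cut at about 25% in these data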;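 further: 0% = DMSO with enzyme and 100% = buffer with substrate but no TDP2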
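System – recombinant human TDP2 · Quantity – TDP2 enzyme at 120 nM final · Doses – single concentration, 12.8 µM nominal, with 1% DMSO · Incubation – 2 h at 37 °C · Measured by – epi absorbance of p-nitrophenol freed from T5PNP by hydrolysis · Read-out – % inhibition relative to enzyme-containing and enzyme-free wells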
PRMT1 inh: inhibitors of human PRMT1 | inhibition, % at 2.79 µM | Q99873 | 370,000 compounds, 1.3% hits | AID 652257 | recombinant PRMT1, activity-based probe fluorescence polarization;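 active means inhibition above about 21% made by adding two undisclosed values, limit read from the data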
Target sequence (Q99873 whole entry, looked up): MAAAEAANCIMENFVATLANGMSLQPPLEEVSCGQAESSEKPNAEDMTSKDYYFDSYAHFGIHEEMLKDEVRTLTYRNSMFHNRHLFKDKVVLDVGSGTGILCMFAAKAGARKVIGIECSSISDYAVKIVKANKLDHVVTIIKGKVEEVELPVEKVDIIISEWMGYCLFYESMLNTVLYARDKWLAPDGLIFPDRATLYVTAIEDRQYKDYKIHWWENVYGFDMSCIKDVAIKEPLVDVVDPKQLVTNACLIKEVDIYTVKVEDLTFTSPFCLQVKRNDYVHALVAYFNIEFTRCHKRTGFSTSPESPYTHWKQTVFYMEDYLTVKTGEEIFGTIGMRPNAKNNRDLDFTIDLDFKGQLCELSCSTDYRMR
Active calls of the source: *.

SMILES | MBD2 inh | TCR CD3 inh | LEDGF integ inh | Tn7 DDE FP | KLK7 zymogen act | SIAE primary | UHRF1 MBD2 ctr | Tn6 DDE FP | TDP2 inh | PRMT1 inh
C=CCN(C(=O)CNC(=O)c1ccco1)C(C(=O)NC1CCCCC1)c1ccc(OC)cc1OC (stereo not given) | -1 | -2 | 2 | 1 | 0.0 | 5 | 1 | 3 | 3 | -3
C/C(N)=C(/C#N)C(=O)COC(=O)CNS(=O)(=O)c1c(F)cccc1F | -1 | 8 | -4 | 1 | -0.2 | -1 | 0 | -3 | -5 | -3
O=C(COC(=O)c1cc(=O)[nH]c2ccccc12)NCc1ccc(F)cc1 | 3 | 3 | 3 | 3 | -30 | 7 | 10 | 6 | 1 | -3
CCOC(=O)c1ccc(-n2c(C)nc3c(cnn3-c3ccccc3Cl)c2=O)cc1 | 0 | 5 | -2 | -8 | 0.4 | 0 | 4 | 2 | -2 | -3
COc1ccc(NC(=O)CSc2ccc(-c3ccco3)nn2)cc1OC | -4 | 2 | 5 | -6 | 0.3 | 18* | -6 | -8 | 19 | 12
COc1ccc(S(=O)(=O)N2CCC(C(=O)NCC3CCCO3)CC2)cc1OC (stereo not given) | -1 | 5 | 0 | -3 | -0.1 | 2 | 1 | -4 | 17 | 1
CCOC(=O)c1c(C)[nH]c(C(=O)Cn2c(=O)c3c(ncn3CC)n(Cc3ccccc3)c2=O)c1C | 3 | 5 | 1 | -14 | -0.2 | -6 | 6 | -8 | -2 | 0
COc1cccc(/C=C(/C#N)c2nc3ccccc3[nH]2)c1OC(C)C(=O)O (stereo not given) | -4 | 2 | 1 | -3 | 0.3 | -1 | -5 | -10 | 7 | -3
COC(=O)n1ccc(C(=O)Nc2ccccc2F)n1 | 2 | -5 | 2 | 3 | -0.3 | 3 | 4 | 3 | 0 | 1
O=C(c1c[nH]c2ccccc12)C(F)(F)F | 4 | 4 | 1 | -4 | -0.2 | 2 | 1 | -1 | 1 | -1
Cc1cc(C(=O)NNC(=O)c2ccccc2O)c(C)o1 | 3 | 3 | -5 | 6 | 0.0 | 2 | -2 | 6 | -5 | -5
CCc1cc(=O)oc2c3c(cc(OCC(=O)Nc4cccnc4)c12)OC(C)(C)CC3 | 1 | 2 | 2 | -8 | -4.6 | -15 | 2 | 6 | -1 | -2

Part of the list above in order of SMILES length, highest first.
SMILES | MBD2 inh | TCR CD3 inh | LEDGF integ inh | Tn7 DDE FP | KLK7 zymogen act | SIAE primary | UHRF1 MBD2 ctr | Tn6 DDE FP | TDP2 inh | PRMT1 inh
C=CCN(C(=O)CNC(=O)c1ccco1)C(C(=O)NC1CCCCC1)c1ccc(OC)cc1OC (stereo not given) | -1 | -2 | 2 | 1 | 0.0 | 5 | 1 | 3 | 3 | -3
CCc1cc(=O)oc2c3c(cc(OCC(=O)Nc4cccnc4)c12)OC(C)(C)CC3 | 1 | 2 | 2 | -8 | -4.6 | -15 | 2 | 6 | -1 | -2
CCOC(=O)c1ccc(-n2c(C)nc3c(cnn3-c3ccccc3Cl)c2=O)cc1 | 0 | 5 | -2 | -8 | 0.4 | 0 | 4 | 2 | -2 | -3
C/C(N)=C(/C#N)C(=O)COC(=O)CNS(=O)(=O)c1c(F)cccc1F | -1 | 8 | -4 | 1 | -0.2 | -1 | 0 | -3 | -5 | -3
COc1ccc(S(=O)(=O)N2CCC(C(=O)NCC3CCCO3)CC2)cc1OC (stereo not given) | -1 | 5 | 0 | -3 | -0.1 | 2 | 1 | -4 | 17 | 1
O=C(COC(=O)c1cc(=O)[nH]c2ccccc12)NCc1ccc(F)cc1 | 3 | 3 | 3 | 3 | -30 | 7 | 10 | 6 | 1 | -3
COc1ccc(NC(=O)CSc2ccc(-c3ccco3)nn2)cc1OC | -4 | 2 | 5 | -6 | 0.3 | 18* | -6 | -8 | 19 | 12
COC(=O)n1ccc(C(=O)Nc2ccccc2F)n1 | 2 | -5 | 2 | 3 | -0.3 | 3 | 4 | 3 | 0 | 1
O=C(c1c[nH]c2ccccc12)C(F)(F)F | 4 | 4 | 1 | -4 | -0.2 | 2 | 1 | -1 | 1 | -1

More records follow.
SMILES | MBD2 inh | TCR CD3 inh | LEDGF integ inh | Tn7 DDE FP | KLK7 zymogen act | SIAE primary | UHRF1 MBD2 ctr | Tn6 DDE FP | TDP2 inh | PRMT1 inh
COc1ccc(-c2[nH]ncc2CN(C)Cc2cccnc2)c(OC)c1 | -5 | 2 | 3 | -4 | -0.2 | 0 | 0 | -5 | 3 | 0
CCc1noc(C)c1C(=O)N1CCN(S(=O)(=O)c2ccc(C)cc2)CC1 | 4 | 7 | 2 | -1 | -0.5 | 0 | -2 | -5 | 6 | -1
CN(Cc1ccccc1Br)C(=O)CN1C(=O)NC2(CCCCCC2)C1=O | 5 | -1 | 1 | 1 | 0.0 | 19* | 2 | 9 | -4 | -3
COc1ccc(CC(=O)N2N=C(c3ccncc3)CC2(O)C(F)(F)F)cc1 (stereo not given) | -2 | -1 | 2 | -1 | 0.3 | -2 | 1 | 8 | 3 | 4
Cc1[nH]n(-c2ccccc2)c(=O)c1N=Nc1ccccc1C(=O)N1CCCCC1 | 1 | 4 | 2 | 1 | -0.1 | -6 | 1 | 5 | 22 | -1
COc1ccc(CNC(=O)C2CC(C)=CCC2C(=O)O)cc1 (stereo not given) | 3 | 2 | -2 | -7 | 0.6 | 6 | 15 | -3 | 13 | -3
CCOc1ccc(Cn2c3ccc(OC)cc3c3nc4ccccc4nc32)cc1OC | 3 | 5 | -2 | -2 | -6.3 | -4 | 6 | -5 | 3 | 5
COc1c(Cl)cc(-c2noc(C)c2C(=O)NC(C)C)cc1Cl | 0 | 8 | 3 | -4 | 1.4 | -3 | -1 | 1 | -5 | -1
CCc1ccc(NC(=O)c2c(Cl)nc(C)c(Cl)c2C)cc1 | -6 | -2 | 3 | 5 | -0.7 | -1 | 0 | 10 | 2 | 0
COc1ccc2[nH]c(=O)c(CNC3CCCCC3)cc2c1 | -4 | 10 | -2 | -1 | 7.4 | 7 | 2 | -1 | -13 | -2
Cc1ccc(S(=O)(=O)CC(O)COc2ccc(F)cc2Cl)cc1 (stereo not given) | 3 | -1 | 3 | -1 | -0.3 | 2 | 0 | 3 | 7 | -3
O=C(NN1C(=O)C2C3C=CC(C4CC34)C2C1=O)c1ccccc1Cl (stereo not given) | 1 | 6 | 0 | 3 | -0.2 | 5 | 5 | -1 | 3 | 0
O=S(=O)(Nn1cnnc1)c1ccc2ccccc2c1 | 1 | 5 | 0 | 7 | -0.5 | -1 | 0 | 3 | 8 | -3
c1ccc(CCNc2nc(-c3ccccn3)nc3ccccc23)cc1 | 5 | 3 | -5 | -3 | 0.5 | -7 | -9 | -24 | -15 | -8
CCN(CC)S(=O)(=O)c1ccc(N2CCCCC2)c(NC(=O)C2CSC3(C)CCC(=O)N23)c1 (stereo not given) | 4 | 0 | -3 | 4 | 0.5 | 3 | -2 | 0 | 0 | 3
COc1cc(/C=N/NC(=O)c2ccccc2O)ccc1OCC(=O)Nc1ccccc1 | 1 | 10 | 2 | -6 | -0.1 | -39 | -2 | -4 | 3 | -1
O=C(CN1CCN(c2nc(-c3ccccc3)cs2)CC1)NNC(=O)c1ccco1 | 0 | -6 | -3 | 4 | -0.2 | 7 | -1 | 7 | 13 | 3
O=C(NCc1ccco1)c1cnn2c1NC(c1ccc(Br)cc1)CC2C(F)(F)F (stereo not given) | 0 | 3 | 0 | 0 | 0.6 | 5 | -1 | -9 | -12 | 2
Cc1ccccc1N1CCN(Cc2cc3c(cc2[N+](=O)[O-])OCO3)CC1 | -3 | 4 | -2 | 1 | 0.2 | 2 | -5 | 7 | -14 | -1
CC1SCC(=O)N(CC(=O)NCCc2ccccc2)C1=O (stereo not given) | 2 | 2 | -4 | 7 | 0.1 | -1 | 0 | 4 | 0 | 0
Cc1ccc(-n2c(SCC(=O)N3CCOCC3)nnc2-c2cccnc2)cc1C | 0 | -2 | 1 | 3 | -0.2 | 0 | 9 | 1 | -3 | -2
O=C(C1CC1)N1CCC(c2nc(-c3ccc(S(=O)(=O)NCC4CCCO4)cc3)no2)CC1 (stereo not given) | 0 | -1 | -3 | 1 | 0.1 | 2 | -1 | 10 | -2 | 3
CC1(C(=O)NC2CCCC2)CCC(=O)N1CCc1c[nH]c2ccccc12 (stereo not given) | 3 | -4 | -4 | 11 | 0.3 | 3 | 1 | 2 | 4 | 4
CCOCCCNS(=O)(=O)c1ccc(OC)c(Cl)c1Cl | -2 | -2 | 3 | -2 | -0.5 | 0 | -2 | 0 | 3 | -4
Cc1ccc(S(=O)(=O)N(C)C)cc1NC(=O)COC(=O)c1ccc2c(c1)OCCO2 | 2 | 7 | -1 | 1 | 0.8 | 0 | 0 | 1 | 10 | -5
Cc1ccc(N=Cc2sc(O)c3ccccc23)cc1 | -6 | 5 | 0 | -7 | -0.1 | 6 | -3 | 6 | 10 | -5
CCN(CC)S(=O)(=O)c1ccc(Cl)c(NC(=O)COC(=O)c2cc(-c3ccccc3Cl)nc3ccccc23)c1 | 1 | -7 | -4 | -7 | -0.6 | -31 | 1 | 3 | 6 | 1
CCOC(=O)Cn1nc(C)c(NC(=O)c2ccc(Cl)c([N+](=O)[O-])c2)c1C | 1 | 1 | 0 | -2 | 0.0 | 3 | 8 | 1 | 6 | -7
CCCn1c(CN2CCN(c3cccc(Cl)c3)CC2)nc2c1c(=O)n(C)c(=O)n2C | -5 | 10 | 3 | 6 | 0.7 | 2 | 2 | -2 | 10 | -2
Cc1ccc(C)c(OCCC(=O)N2CCN(S(=O)(=O)c3ccc([N+](=O)[O-])cc3)CC2)c1 | -1 | 5 | 0 | 1 | 0.6 | -5 | -1 | 8 | -6 | 1
COc1ccc(CN(C)C(=O)c2cccc(S(=O)(=O)N3CCCc4ccccc43)c2)c(OC)c1OC | -3 | 2 | -2 | -1 | 0.0 | 5 | 0 | 6 | -11 | 3
Cc1ccc(C(=O)NNC(=O)c2cccc(S(=O)(=O)N3CCOCC3)c2)cc1 | -4 | 1 | -1 | -8 | -0.6 | 6 | -2 | -1 | 8 | 0
Cc1ccc(NC(=O)N2CCC(C(=O)NCc3ccccc3)CC2)cc1 | 1 | 7 | 2 | 2 | 0.1 | 1 | 1 | -6 | 2 | -2
COc1ccc(C2CC(c3cccs3)=NN2c2nc(-c3ccccc3)cs2)cc1OC (stereo not given) | 4 | 1 | 0 | 3 | -0.7 | -5 | -1 | -7 | -1 | 4
O=C(N/N=C/c1coc2ccc(Cl)cc2c1=O)c1ccc(O)cc1 | 0 | 3 | -3 | 5 | -0.5 | 8 | -1 | 8 | -9 | -1
C#CCOc1ccc(/C=C2\SC(=S)N(Cc3cccnc3)C2=O)cc1 | 1 | -5 | 0 | 1 | 0.0 | -10 | -3 | -6 | 8 | -2
O=c1c2ccccc2sn1-c1cccc(Cl)c1 | 1 | 2 | 1 | -5 | 0.4 | -7 | 1 | 2 | -16 | 82*

High-throughput results from PubChem.
